PPC-1+TRAIL kill – kills PPC-1 cancer cells in the presence of TRAIL | PPC-1 cells + TRAIL, ATPLite viability luminescence | cell killing (% activity), % at 4 µM | 220,000 compounds, 0.41% hits;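 active = cell killing above 50% in the first pass at 4 µM, then a duplicate retest at 5 µM averaging 50% or more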;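 note: plate controls were cells with TRAIL plus DMSO for no effect and medium-only wells lacking cells for full effect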
EP2 antag – blocks the human prostaglandin E2 receptor EP2; P43116; C6 glioma cells expressing human EP2, cAMP TR-FRET; cells stimulated with saturating PGE2; inhibition, % at 25 µM; 260,000 compounds, 0.52% hits;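 active = percent inhibition above 40 after rounding to a whole number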;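 note: rat C6 glioma host cells with rolipram phosphodiesterase inhibitor present; the protocol text gives 20 µM as final concentration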
14-3-3 Bad PPI – disrupts binding of bovine 14-3-3 zeta to phospho-Bad peptide | P63103 | TR-FRET 14-3-3zeta/Dy647-pBad peptide displacement, 1 h | inhibition, % at 21.7 µM | 220,000 compounds, 0.71% hits | AID 781;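 active = inhibition above about 70%, limit read from the data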;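 note: 0% = full 14-3-3 plus peptide FRET controls and 100% = background without 14-3-3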
TRPN1 ag – zebrafish TRPN1 (NompC) channel agonism; HEK293 zebrafish TRPN1-YFP, Fluo-8 calcium fluorescence; 100% = response to 87 µM carbachol; activation, % at 3 µM; 220,000 compounds, 0.18% hits; AID 1424;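 active = activation above its plate's cutoff, the mean activation of test wells on that plate plus 3 SD, cut at about 19% in these data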;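 note: 0% = DMSO alone and 100% = 87 µM carbachol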
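System: zebrafish TRPN1-YFP in HEK293 cells / Dosing: 3 µM single point / Timing: dye loading 1 h at 37 °C, then 30 min room temperature / Signal: Fluo-8 calcium fluorescence, excitation 470-495 nm, emission 515-575 nm / Read-out basis: percent activation from peak over basal fluorescence ratio, control-normalized / Control set: high carbachol 87 µM, low DMSO alone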
NPY-Y1 PAM-ag – potentiates or activates human NPY-Y1 receptor. activation, % at 3.6 µM. NPY-Y1 expressing cells, potentiator/agonist activation. 220,000 compounds, 0.37% hits. P25929. AID 1304; in the data active = activation above about 33%, passing the limit was not always enough;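 note: cells stimulated with NPY at EC10 then isoproterenol at EC100; 0% = low agonist plus stimulus and 100% = saturating agonist plus stimulus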
Target sequence (P25929 whole entry, looked up): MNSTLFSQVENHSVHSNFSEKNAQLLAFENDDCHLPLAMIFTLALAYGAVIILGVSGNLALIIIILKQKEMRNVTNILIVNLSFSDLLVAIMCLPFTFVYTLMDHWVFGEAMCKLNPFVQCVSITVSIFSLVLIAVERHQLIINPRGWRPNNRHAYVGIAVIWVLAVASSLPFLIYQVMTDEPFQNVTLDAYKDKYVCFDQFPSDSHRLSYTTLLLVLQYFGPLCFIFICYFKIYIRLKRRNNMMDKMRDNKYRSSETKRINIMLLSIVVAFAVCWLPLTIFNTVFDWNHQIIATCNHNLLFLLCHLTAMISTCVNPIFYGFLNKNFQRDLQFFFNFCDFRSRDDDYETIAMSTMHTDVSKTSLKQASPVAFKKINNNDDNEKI
CHOP inh – blocks CHOP induction under ER stress. CHO-K1 CHOP-promoter luciferase, tunicamycin-induced, 15-18 h. inhibition, % at 10 µM. 220,000 compounds, 3.8% hits. AID 2732;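 active = compounds that reduced the stress-induced luciferase reporter signal by more than about 70% of percent inhibition, limit read from the data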;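 note: 0% = tunicamycin plus vehicle and 100% = wells without tunicamycin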
EP2 mod – EP2 receptor (human) modulation; EP2-expressing cells, cAMP HTRF FRET, PGE2 co-stimulation; AID 940; 260,000 compounds, 0.83% hits; induction, % at 25 µM;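 active = compounds whose cAMP rise, as percent of the full-agonist control response, exceeds 60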;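 note: rat C6 glioma line stably carrying human EP2 under a CMV promoter; the protocol text gives 20 µM as final concentration; 100% = response of wells given 1 µM PGE2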
TRPML3 ag – activates the human TRPML3 channel | HEK293 TRPML3-YFP, Fluo-8 calcium fluorescence; 100% = the carbachol control signal | 220,000 compounds, 0.29% hits | activation, % at 3 µM | AID 1448 | Q8TDD5;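 active = activation above its plate's cutoff, the mean activation of the plate's test wells plus 3 SD, cut at about 12% in these data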;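 note: 0% = DMSO only wells and 100% = carbachol wells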
Target sequence (Q8TDD5 whole entry, looked up): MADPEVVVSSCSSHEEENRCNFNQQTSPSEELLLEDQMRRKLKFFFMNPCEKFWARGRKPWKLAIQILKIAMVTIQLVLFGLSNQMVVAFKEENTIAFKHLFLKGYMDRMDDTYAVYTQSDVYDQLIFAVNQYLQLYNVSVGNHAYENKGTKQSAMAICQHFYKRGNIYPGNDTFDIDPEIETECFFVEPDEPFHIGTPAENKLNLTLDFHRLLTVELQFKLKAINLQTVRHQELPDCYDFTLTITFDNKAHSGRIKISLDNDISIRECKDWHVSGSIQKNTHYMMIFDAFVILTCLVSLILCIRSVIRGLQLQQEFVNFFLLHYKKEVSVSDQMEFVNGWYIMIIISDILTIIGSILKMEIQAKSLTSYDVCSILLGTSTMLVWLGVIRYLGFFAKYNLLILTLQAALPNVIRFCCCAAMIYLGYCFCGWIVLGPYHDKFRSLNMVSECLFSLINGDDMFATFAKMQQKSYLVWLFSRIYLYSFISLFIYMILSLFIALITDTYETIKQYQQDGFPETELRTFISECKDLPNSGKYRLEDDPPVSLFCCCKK
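Material: TRPML3-YFP stable HEK293 cells | Dosing: One concentration, 3 µM nominal, 0.3% DMSO | Timing: 125 s total fluorescence read per well | Technique: Fluo-8 calcium dye fluorescence, ex 470-495, em 515-575 nm | Measure: Percent activation from peak-to-basal fluorescence ratio, scaled between DMSO and carbachol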
NPY-Y1 antag – NPY-Y1 (human) receptor antagonism | P25929 | HEK293-CNG Y1 cells, membrane potential fluorescence; NPY at EC95, then isoproterenol | inhibition, % at 3.6 µM | 200,000 compounds, 1% hits;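 active = inhibition above the campaign mean inhibition of all tested compounds plus 3 SD, cut at about 20% in these data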;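 note: 0% = DMSO wells given NPY plus isoproterenol and 100% = isoproterenol alone without NPY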
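Material: HEK293 Y1/CNG channel cell line; also added: NPY (25 nM), isoproterenol (1 µM), Ro 20-1724 (25 µM); doses: one concentration, 3.6 µM, in 0.4% DMSO; schedule: compound incubation 1 h at room temperature, readout 45 min post-stimulation; technique: membrane potential fluorescence; measure: fluorescence ratio normalized to % inhibition between controls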
* hit, by the source's call; . = no result given; & = joins results of further samples; [ ] = remark or other dose.

Values run as follows: PPC-1+TRAIL kill, EP2 antag, 14-3-3 Bad PPI, TRPN1 ag, NPY-Y1 PAM-ag, CHOP inh, EP2 mod, TRPML3 ag, NPY-Y1 antag
COc1ccc(NC(=O)c2cccc(NC(=O)c3ccco3)c2)c(OC)c1
  3.7, 3.6, -2.3, 1.1, -26.6, -13.4, -18.1, 0.0, 3.7
C=CCc1c(C)nc(SCc2nc3ccccc3c(=O)[nH]2)[nH]c1=O
  9.1, 4.7, -9.4, 0.0, -17.7, 8.0, 7.4, 0.0, 4.9
CCO[C@@H]1OC(C(=O)NC2CC2)=C[C@H](c2ccccc2)[C@H]1CCCO
  14.7, 11.6, -1.5, 0.2, -2.6, 11.7, -12.4, 0.2, 3.4
O=C(C1CCN(S(=O)(=O)N2CCOCC2)CC1)N1CCN(Cc2ccccc2)CC1
  7.0, 12.5, -6.8[fluorescence artefact?], -0.5, 7.4, 6.2, 20.2, 0.1, 2.8
COc1ccc([N+](=O)[O-])c(OC)c1C(=O)NC(=O)Nc1nc(C)cc(C)n1
  21.3, 4.3, -1.4, 0.4, 22.3, 13.4, 22.9, 0.2, .
CCC(=O)Nc1ccccc1N1CCN(S(C)(=O)=O)CC1
  11.9, 9.1, 0.8, -1.1, 7.2, 55.9, 16.4, -0.1, -3.6
Cc1nc2ccccn2c1C(=O)N/N=C/c1cc(C)n(-c2ccc(Br)cc2)c1C
  30.2, 7.9, -10.0, -0.6, -15.7, 24.9, -43.5, -0.6, -1.6
CC(C)CC(c1nnnn1C(C)C)N1CCN(c2ccccc2)CC1 (centres undefined)
  1.1, 12.8, -6.2, -1.1, -27.8, 1.3, 18.7, 0.5, 15.3
CC(=O)Nc1ccc(OCC(=O)NC(C)C(C)C)cc1 (centres undefined)
  -6.0, 7.3, 9.1, 1.7, -9.4, 1.0, 2.9, 1.2, -1.5
COc1ccc(OC)c(-c2cc(C(=O)N3CCN(c4ncccn4)CC3)c3ccccc3n2)c1
  -1.7, 4.4, 4.9, 1.4, -11.2, 14.9, 20.1, -0.7, -1.0
COc1ccc(CN(C(C)=O)c2ccccc2C(=O)O)cc1
  6.3, 7.8, 3.1, 3.1, -3.3, 16.2, 3.1, 0.7, .
COc1ccc(NC(=O)CN2CCN(S(=O)(=O)c3ccc(Cl)cc3)CC2)cc1
  2.4, 1.9, -1.3, -0.3, -3.8, 60.1, 9.0, 0.8, -1.9
N#CCCN(Cc1cccnc1)C(=O)c1sc2cc(F)ccc2c1Cl
  33.2, 13.3, -2.6[fluorescence artefact?], 0.7, 6.0, 2.2, 8.7, -0.5, -3.8
O=C(CSC1=NCCS1)Nc1ccc(S(=O)(=O)N2CCCCCC2)cc1
  5.7, 3.8, -14.1, 3.0, 20.8, 48.4, -12.4, 5.6, -9.2
O=C(CCc1nnc(C2CCCCC2)o1)NCc1ccc(F)c(F)c1
  21.3, 6.0, -15.4, -0.4, 5.9, -3.6, -8.2, 0.4, 4.3
COc1ccccc1CNC(=O)CNCC1CCCO1 (centres undefined)
  12.3, 4.5, 52.6[fluorescence artefact?], 1.3, -13.3, 25.8, 14.4, 1.3, 3.0
CCOC(=O)c1c(C)c(C(=O)NCCN2CCOCC2)c(C)n1CC
  11.8, -1.0, -3.5, 0.9, 37.0, -21.2, 4.9, 0.7, 4.6
Cc1cc(-c2ccccc2)nc(N/N=C/c2ccco2)n1
  14.6, 4.0, -6.8, 0.2, 0.2, -11.9, 4.7, -0.2, -1.4
CC(C)C(NC(=O)OCc1ccccc1)C(=O)NC1CCCCC1 (centres undefined)
  21.6, 5.1, 8.5, -0.8, -29.8, 28.1, -6.5, 0.8, 4.3
C=CCN1C=CC(=CC=C(C#N)C#N)C=C1
  14.7, 6.5, 1.3, 2.6, 3.1, -13.8, -9.2, 0.9, .
CC(C)(C)c1ccc(C(=O)N/C(=C/c2cccs2)C(=O)NCc2ccco2)cc1
  11.5, 6.1, 0.5[fluorescence artefact?], 1.7, -6.0, 31.5, 15.6, 0.0, -0.2
CCc1ccc(C2CC(c3ccc(C)cc3)Nc3nc(N)nn32)cc1 (centres undefined)
  15.8, 6.4, -18.0, 0.2, -3.5, 20.4, 10.0, 0.0, -1.6
Cc1ccc(-c2cc3nc(-c4ccccc4)cc(N)n3n2)cc1
  13.1, 9.7, 5.3, -0.1, -20.1, 77.7*, 10.2, 0.1, -0.6
CCOC(=O)N1CCN(Cc2cc(=O)oc3cc4c(cc23)CCC4)CC1
  10.1, 14.0, 1.8, -1.3, -20.1, -2.7, -7.2, -0.1, -1.1
O=C(Nc1ccc2c(c1)OCO2)Nc1ccc2c(c1)OCO2
  25.2[5 µM], 1.4, -22.1, 0.2, -22.8, 19.3, -20.8, 0.5, 3.4
COCCN(CC(=O)NC1CCCCC1)C(=O)CCCC(=O)Nc1ccccn1
  -2.5, 5.8, -3.0, 1.0, 6.0, -6.1, -12.5, 0.6, 10.1
CC(=O)Nc1ccccc1-c1nc2ccccc2nc1OCC(=O)c1ccc(Cl)cc1
  4.5, 7.0, 6.7, 0.8, 13.0, 17.8, 8.9, -0.1, -0.5
Cn1c(=O)c2c(nc(N3CCCCCC3)n2CC(O)COc2ccccc2)n(C)c1=O (centres undefined)
  22.1, 11.5&7.0, 72.4*, 1.4, -5.7, -30.6, -3.4&-7.5, 0.3, 1.7
COCc1cc(C)nc(OCC(=O)N/N=C/c2cccc(OC)c2)c1C#N
  14.3, 16.8, 1.3, -0.5, 20.2, 18.5, -8.1, 1.1, -1.8
Cc1ccnc(NC(=O)CSc2nnc3c(n2)[nH]c2ccccc23)c1
  17.7, 13.5, 1.5, -0.9, -23.3, 43.6, -86.8, -0.1, 3.1
CCN1C(=O)N/C(=C/c2ccc(Sc3ccc(C)cc3)o2)C1=O
  -2.2, 7.5, -13.5[fluorescence artefact?], -1.1, -5.0, 34.3, -13.8, -0.3, 1.9
COc1cc(C(=S)N2CCN(C)CC2)ccc1OCC(=O)NCc1ccccc1
  -14.4, 7.8, 10.0, -0.7, 2.8, 0.9, -32.5, 0.8, -1.5
CN1CCN(C(=O)c2ccc(C3SCC(=O)N3Cc3ccco3)cc2)CC1 (centres undefined)
  8.5, 7.5&8.3, -13.7, -0.5, 9.0, 6.2, -8.6&0.9, 0.8, 3.7
COC(=O)c1cn(Cc2ccccn2)c(=O)c2ccccc12
  -0.1, 8.2, -4.0, 0.0, -6.5, 3.6, 29.3, 0.5, 5.8
O=C(COc1ccccc1)NCCc1cn2ccsc2n1
  -15.2, 8.0, 17.3, 0.0, -5.7, -6.3, -4.6, 0.3, -1.8
CS(=O)(=O)Nc1ccc(C2=NN(S(C)(=O)=O)C(c3ccccc3)C2)cc1 (centres undefined)
  15.1, 3.1, -6.7[fluorescence artefact?], -0.3, 17.9, 5.0, 6.8, 0.8, -0.7
Cc1[nH]ccc(=O)c1OCc1c(Cl)cccc1Cl
  -0.8, 6.4, ., 1.0, 14.9, 23.8, -4.3, 0.9, -3.5
COc1ccc2c(c1)C1C=CCC1C(c1cc3c(cc1Br)OCO3)N2 (centres undefined)
  2.6, 8.3&10.6, -12.1, -0.5, 15.2, 44.4, 41.1&45.5, -0.7, 1.3
CC(C)(C)NCc1cc(Br)ccc1OC1CCCC1
  11.4, 0.1, -4.0, -0.8, 13.6, 49.4, 25.1, 0.8, 37.7*
O=C(Nc1ccc2[nH]ccc2c1)c1ccc(F)cc1
  84.2*[5 µM], 5.0, -1.2, 0.1, -5.7, -7.3, -50.8, -0.3, .
Cc1ccc(OCC(=O)NNC(=O)C(C)Sc2ncnc3sc(C)c(C)c23)cc1 (centres undefined)
  12.6, 10.0&8.2, -2.6, -0.3, -55.1, -6.4, 8.4&8.9, -0.3, 4.4
COc1cccc(-c2csc(N3CCN(C(=S)Nc4ccccc4C)CC3)n2)c1
  6.0, 6.3, -5.7, -0.7, 17.2, 0.8, -52.5, 0.9, -2.8
N#CC1=C2SCN(Cc3ccco3)CN2C(=O)CC1c1ccccc1F (centres undefined)
  5.2, 11.7, 5.4, -1.1, -3.3, 3.5, 11.5, 0.0, 2.0
Cc1onc(-c2c(F)cccc2Cl)c1C(=O)Nc1nc2ccccc2[nH]1
  -10.6, 13.3, 2.8, 4.0, 3.4, -11.1, -11.1, 1.2, 3.9
COCCn1c(=O)[nH]c2cc(C(=O)NCCN3CCN(c4ccccc4F)CC3)ccc2c1=O
  1.1, 10.3, 4.9, 0.8, 16.1, -10.0, -14.8, 0.6, 2.4
Cc1[nH]n(-c2cccc(Cl)c2)c(=O)c1/C=N/n1c(C)nc2ccccc2c1=O
  17.9, 10.6, 10.7, 0.3, 1.5, 35.2, -3.1, 0.1, 2.1
Cc1cc(C(=O)NCc2ccc(S(N)(=O)=O)cc2)ccc1[N+](=O)[O-]
  -17.9, 6.8, 4.5[fluorescence artefact?], 0.1, 3.8, -17.7, 5.0, 0.4, 2.4
Cc1nc(-c2ccccn2)sc1C(=O)O
  14.4, 17.5, -2.8, -0.4, 3.8, 6.2, 3.0, 0.6, 6.1
O=C(CN1C(=O)CSC1=O)Nc1ccc(C(=O)O)cc1
  -3.7, -1.5, 3.9, 0.1, 4.8, 13.7, -2.1, 0.8, -5.6
CCOC(=O)N1CCN(C(=O)CSc2ccc(-c3cccc(OC)c3)nn2)CC1
  0.0, 12.7, -4.8, -0.6, -3.5, 77.0*, -11.5, 0.2, 0.5
O=C(NN1CCOCC1)c1cccc(COc2cccc(Br)c2)c1
  4.6, 2.0, 92.7*, 1.1, 1.6, 17.5, -17.1, 0.3, 3.0
CCCCCCCOc1ccc(OC(=O)c2cccnc2)cc1
  -0.4, 6.6, -4.8, 1.4, -14.3, 32.4, 18.0, 1.0, 4.0
Cc1ccc(NC(=O)O/N=C/c2cccc([N+](=O)[O-])c2)cc1
  18.0, 6.0, -5.0, 1.4, -2.8, -10.8, -11.7, 0.1, 1.6
COc1cccc(C(=O)N(Cc2ccc(N(C)C)cc2)C2CCS(=O)(=O)C2)c1 (centres undefined)
  5.8, 5.2, -7.2[fluorescence artefact?], 0.2, 5.7, -16.5, 13.6, -0.6, 2.7
CCS(=O)(=O)N1CCN(C(=O)c2cccc(OC)c2)CC1
  0.3, 6.5, -9.1, 0.4, -9.3, 22.2, -1.9, -0.2, -3.4
CC(C(=O)NC1CCCc2ccccc21)N1CCN(c2ccc(F)cc2)CC1 (centres undefined)
  -1.8, 12.6, -2.5, 0.6, -18.6, 18.1, 5.5, 0.0, 2.4
CC(=O)c1cccc(N(CC(=O)N2CCCC2)S(C)(=O)=O)c1
  10.8, 1.7, -4.2, 1.9, -5.0, 27.3, 12.8, 0.5, -6.8
CCOC(=O)N1CCN(C(=O)CN(C2CCCCC2)S(=O)(=O)c2ccc(F)cc2)CC1
  27.6, 6.0, 0.0, 1.5, 10.3, 10.8, 31.6, 0.9, -7.2

Compound activity from PubChem BioAssay.

These rows are one share of the data; rates above refer to the full screens.
